NSD2 inh = inhibitors of human histone methyltransferase NSD2; AID 743445; O96028; 310,000 tested, 0.54% active; inhibition, % at 12.5 µM; NSD2 peptide methylation, AlphaScreen, 120 min; in the data active = inhibition above about 50%
MITF act = activators of MITF-driven TRPM1 promoter activity in SK-MEL-5 cells. SK-MEL-5 TRPM1-promoter luciferase, 24 h; % of positive control, neutral wells = 0. activation, % at 12.5 µM. 300,000 tested, 0.75% active. AID 588334;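 active = mean activation of at least 80% with every replicate also reaching 80%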;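 also: 0% = neutral control wells and 100% = parthenolide positive control wells; values of inactives mirror those of a sister screen read the other way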
HTR5A inv ctr = HTR5A inverse agonism, opioid heterodimer counter-screen. HTR5A cell line, luminescence. 340,000 tested, 0.083% active. P47898. inhibition, % at 9.3 µM; in the data active = inhibition mostly above about 23%, no sharp cut-off; inactive = mostly below about 18%;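 also: 0% = cells with DMSO and 100% = no-cell wells with DMSO; some compounds called inactive have numbers as strong as hits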
dFosB activator = enhances mouse delta FosB homodimer DNA binding | 340,000 tested, 0.99% active | purified delta FosB, TAMRA-CDK5 oligo fluorescence polarization; percent of positive-control signal above neutral wells | P13346 | activation, % at 25 µM | AID 493131;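 active = mean activation above about 17%, with every replicate also reaching it, limit read from the data, passing the limit was not always enough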;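 also: fluorescence polarization rise as delta FosB binds a TAMRA Cdk5 AP-1 oligo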
Wnt bcat act = activators of Wnt/beta-catenin signaling. Wnt/beta-catenin reporter cell assay, activator, plate reader. activation, % at 9.35 µM. 300,000 tested, 1.2% active. AID 743398; in the data active = activation above about 30%, passing the limit was not always enough;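 also: 0% = neutral control wells and 100% = positive control wells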
CDK5 inh = inhibitors of human CDK5/p35 kinase | Q00535+Q15078 | Recombinant CDK5/p35, ADP-Glo luminescence, 60 min | inhibition, % at 10 µM | 330,000 tested, 0.01% active | AID 488839;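 active = highest replicate inhibition of at least 50% and at least 75% of replicates reaching 50%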;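 also: plate controls were DMSO neutral control for no effect and GW8510 at 10 µM for full effect; many of its hits are not listed in these tables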
SR-BI HDL uptake = inhibitors of mouse SR-BI mediated HDL lipid uptake; 320,000 tested, 0.96% active; ldlA[mSR-BI] CHO cells, DiI-HDL uptake fluorescence, 3 h; inhibition, % at 12.5 µM;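 active = mean replicate inhibition of at least 70% and a set share of replicates each scoring 70 or more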;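 also: 0% = median of neutral control wells and 100% = median of positive control wells; values of inactives mirror those of a sister screen read the other way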
PvdQ inh = P. aeruginosa PvdQ acylase inhibition | 340,000 tested, 0.063% active | AID 488965 | purified PvdQ acylase, fluorescence plate reader | inhibition, % at 10 µM; in the data active = inhibition above about 30%, passing the limit was not always enough;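 also: 0% = vehicle neutral wells and 100% = reference inhibitor wells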
HTR5A ag ctr = counter-screen for OPRM1-OPRD1 agonists: human HTR5A agonism. P47898. HTR5A agonist assay, luminescence, cell-based. activation, % at 9.3 µM. 340,000 tested, 0.61% active. AID 504692; in the data active = activation mostly above about 9.5%, no sharp cut-off; inactive = mostly below about 7.6%;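 also: 0% = cells with vehicle only and 100% = reference agonist; strong numbers were not always called active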
V-ATPase pH = yeast V-ATPase proton transport regulation by pHLuorin; S. cerevisiae, pHLuorin cytosolic pH fluorescence; response, % at 10 µM; 350,000 tested, 0.37% active; AID 504577; in the data active = response mostly above about 7.3%, no sharp cut-off; inactive = mostly below about 5.4%; also: actives read high; inactives centre near 0; some compounds called inactive have numbers as strong as hits; reference of the scale not given here
Numbers without * were called inactive; x = no result given.

No.	SMILES	NSD2 inh	MITF act	HTR5A inv ctr	dFosB activator	Wnt bcat act	CDK5 inh	SR-BI HDL uptake	PvdQ inh	HTR5A ag ctr	V-ATPase pH
1	CCOC(=O)N1CCN(Cc2nnc(-c3ccccc3C)o2)CC1	3	5	-22	6	2	-0.2	-11	6	6	-1
2	COc1ccc(Nc2cc(C)nc3ncnn23)cc1Cl	2	x	-15	-4	0	2.0	21	1	4	7
3	O=C(O)CSCC(=O)N(c1ccccc1)c1ccccc1	-1	x	-41	-5	2	0.2	11	4	3	1
4	O=C(O)c1cccc(S(=O)(=O)N(Cc2ccccc2)c2ccc(Cl)cc2)c1	3	-5	0	-17	-1	-0.8	-12	-7	0	0
5	CC(C)(C)NC(=O)/C=C/c1ccc(C(F)(F)F)cc1	0	11	13	-5	77*	-1.3	-14	-15	-2	-1
6	O=C(Nc1nccs1)C1CCCN1S(=O)(=O)c1ccc(F)cc1 (stereo not drawn)	0	0	-7	-6	0	-0.4	-23	1	1	8
7	C=CCOc1ccc(CN(C)CC(=O)N(CC(C)C)c2c(N)n(CC(C)C)c(=O)[nH]c2=O)cc1	0	-3	-5	-2	0	1.2	-41	-11	3	-1
8	O=C(O)c1ccc(Nc2nc(-c3ccc([N+](=O)[O-])cc3)nc3ccccc23)cc1	15	-7	-5	-8	-2	-0.6	14	3	1	-4
9	Cc1ccc(N(C(=O)c2csnn2)C(C(=O)NCc2ccccc2)c2cccnc2)cc1 (stereo not drawn)	-2	-4	7	-6	-2	0.6	-26	3	-3	1
10	COc1ccc(Nc2nc(C)cc(C)c2C(N)=O)cc1	-3	28	-26	4	x	-0.2	-7	2	0	5
11	Cc1ccnc2nc(C(=O)NC3CCCc4ccccc43)nn12 (stereo not drawn)	-3	1	-10	-12	-2	0.2	24	3	4	4
12	COc1ccc([N+](=O)[O-])cc1NCc1cccc([N+](=O)[O-])c1	7	3	-1	4	3	0.8	56	3	0	2
13	O=C(c1ccco1)N1CCN(Cc2nnnn2CCc2ccccc2)CC1	-2	-1	2	-1	-1	-0.7	-20	-2	-3	3
14	Cc1ccccc1N1CCN(CC(=O)Nc2ccccc2C(=O)NC2CC2)CC1	-2	-10	17	-3	0	-0.7	11	-13	-7	1
15	COc1cc(SC)ccc1C(=O)Nc1ccc2c(c1)CCC2	-4	63	12	-4	-1	-1.3	16	7	-3	2
16	Cc1ccccc1CC(=O)N1CCN(S(=O)(=O)c2cccs2)CC1	-3	5	-17	-3	3	0.3	4	-10	-1	-2
17	Cc1sc(NC(=O)CCl)c(C(=O)c2ccccc2)c1C	8	x	-24	5	-2	-0.9	5	6	9	5
18	COc1ccc(C(=O)Cn2c(=O)c(CCC(=O)O)nn3c4ccccc4nc23)cc1OC	-9	-6	-6	-10	x	0.3	-8	-4	-2	8
19	CC1=C(C(=O)OC(C)C)C(c2ccccc2Cl)CC(=O)N1 (stereo not drawn)	1	x	-26	-7	-6	0.9	-4	-10	-3	2
20	O=S(=O)(c1cccc(Cl)c1Cl)N1CCCCC1	-6	-3	12	-4	x	-3.2	5	-13	-4	0
21	CC(=O)N1c2ccccc2S(=O)(=O)c2ccccc21	x	-2	-22	-1	-1	2.2	-25	-8	9	3
22	O=C(COc1cccc(NC(=O)c2ccccc2)c1)c1ccc(F)cc1	26	1	-6	-2	-1	0.0	37	2	-4	1
23	Cc1ccc(CN2CCN(C(=O)CCC(=O)Nc3nnc(C(C)C)s3)CC2)c(C)c1	7	-10	-9	-15	-2	-0.8	22	-8	2	3
24	CCCn1c2ccccc2c2cnn(CC(=O)O)c(=O)c21	-2	0	-12	6	-2	0.7	3	-18	3	1
25	Cc1ccc(SCCNC(=O)CN2C(=O)c3ccccc3S2(=O)=O)cc1	1	-5	16	-15	1	0.6	-1	-11	0	1

Laid out differently: results already given
Every second line gives: NSD2 inh | MITF act | HTR5A inv ctr | dFosB activator | Wnt bcat act | CDK5 inh | SR-BI HDL uptake | PvdQ inh | HTR5A ag ctr | V-ATPase pH
13) O=C(c1ccco1)N1CCN(Cc2nnnn2CCc2ccccc2)CC1
 : -2 | -1 | 2 | -1 | -1 | -0.7 | -20 | -2 | -3 | 3
14) Cc1ccccc1N1CCN(CC(=O)Nc2ccccc2C(=O)NC2CC2)CC1
 : -2 | -10 | 17 | -3 | 0 | -0.7 | 11 | -13 | -7 | 1
15) COc1cc(SC)ccc1C(=O)Nc1ccc2c(c1)CCC2
 : -4 | 63 | 12 | -4 | -1 | -1.3 | 16 | 7 | -3 | 2

Carrying on.
No.	SMILES	NSD2 inh	MITF act	HTR5A inv ctr	dFosB activator	Wnt bcat act	CDK5 inh	SR-BI HDL uptake	PvdQ inh	HTR5A ag ctr	V-ATPase pH
26	S=C(NCc1cccnc1)Nc1cc(Cl)cc(Cl)c1	-4	x	24	0	-2	1.7	-12	-3	3	3
27	CCC(C)(C)NC(=O)c1ccc(Sc2nncn2C)c([N+](=O)[O-])c1	-4	-5	-7	2	-2	-8.6	-1	-3	3	9
28	CO/N=C\Cc1oc(=O)c(NC(=O)c2ccccc2)cc1C(=O)OC	0	10	20	2	x	0.0	15	-2	-9	0
29	Cc1c(C(=O)N2CCCC(C)C2)sc2ncnc(N3CCCCC3C)c12 (stereo not drawn)	-1	-14	-2	-7	-2	-1.3	2	1	1	0
30	COc1cc(C2CC(=O)Nc3ccccc3S2)cc(OC)c1OC (stereo not drawn)	0	x	-7	3	x	1.5	13	-6	3	-1
31	CC(C)Nc1nc(Oc2ccc(=O)n(-c3ccccc3)n2)nc(N(C)C)n1	0	-7	5	2	0	-0.2	4	-7	-2	0
32	CCCCCCc1nnc(N)s1	-1	0	2	-2	-1	0.7	-12	2	4	-5
33	COc1ccc(Nc2nc(Cl)nc(Nc3ccc(OC)cc3OC)n2)c(OC)c1	-3	0	x	2	-1	0.8	44	-8	x	3
34	Cn1c(Oc2ccc(Cl)cc2)c(C=O)c2ccccc21	-1	-22	-26	-4	x	0.5	53	10	10	0
35	CCc1sc(C(=O)Nc2ccc3nc(C)sc3c2)cc1C	-11	90*	20	-23	13	0.3	67	-9	-8	4
36	COC(=O)Cc1nc2ccccc2[nH]1	0	5	-48	-3	x	-0.1	-31	6	6	-1
37	Cn1c(CN2CCCCC2)nc2cc(NC(=O)c3ccccc3)ccc21	1	21	-22	-14	x	-0.2	16	-11	-3	-2
38	CC1CCCCN1CCCNC(=O)c1nn(C)c2c1CSc1ccccc1-2 (stereo not drawn)	12	9	-23	7	0	-0.6	22	-14	6	2
39	Cn1c(SCC(=O)N2CCc3ccccc32)nnc1-c1ccc(S(=O)(=O)N2CCCC2)cc1	-1	3	5	-5	x	-0.6	40	-20	2	6
40	COC(=O)C(C)Oc1ccc(-c2nccc(-c3cccs3)n2)cc1 (stereo not drawn)	-1	17	-4	-17	x	-1.3	-8	-8	2	2
41	CC1(c2ccc3ccccc3c2)NC(=O)N(CC(N)=O)C1=O (stereo not drawn)	-1	7	1	-7	0	-1.1	-21	9	0	2
42	O=C(COC(=O)CSc1ccc2ccccc2c1Br)NC1CC1	0	-8	-3	-2	1	-0.1	-9	2	1	-2
43	COc1ccc(NC(=O)C2CC2)cc1OC1CCCC1	-3	-7	-4	-7	x	-0.1	12	-16	1	-2
44	O=C(Cc1ccccc1F)Nc1nc(-c2ccc(F)c(F)c2)cs1	-4	83*	7	-5	9	2.1	x	-13	-3	4
45	Cc1c(OCC(=O)Nc2cccnc2)ccc2c3c(c(=O)oc12)CCC3	0	39	12	-17	18	0.9	-8	-8	-3	-3
46	COc1ccc(C(=O)NCC(=O)OCc2ccc(Br)cc2)cc1	-1	8	0	2	x	-1.0	-32	-1	0	-1
47	O=C(NCc1ccco1)Nc1ccc(Br)cc1	-1	31	-28	-1	4	-0.8	-11	3	-4	11*
48	Cc1ccc(N/C=C2/Sc3ccccc3NC2=O)cc1	0	56	1	2	37*	-7.4	34	-15	0	2
49	COc1ccc(-c2cc(-c3ccccc3)nc(SCC(=O)Nc3ncc(C)s3)c2C#N)cc1	-5	1	7	13	-1	0.7	51	-10	1	-3
50	CCc1ccccc1NC(=O)CCCN1C(=O)c2cccnc2C1=O	0	-6	0	3	1	-0.2	-18	-10	0	2

No.	SMILES	NSD2 inh	MITF act	HTR5A inv ctr	dFosB activator	Wnt bcat act	CDK5 inh	SR-BI HDL uptake	PvdQ inh	HTR5A ag ctr	V-ATPase pH
51	CCCCN(C)Cc1cc(=O)oc2cc3c(cc12)CCCC3	16	-13	7	-5	1	1.9	63	9	-2	-5
52	CC(C)C[C@H]1C(=O)N2CCC[C@H]2[C@]2(O)O[C@](NC(=O)C3C=C4c5cccc6[nH]c(Br)c(c56)C[C@H]4N(C)C3)(C(C)C)C(=O)N12 (stereo partly drawn)	x	-15	-30	-17	-3	-1.0	4	-10	8	-1
53	COc1cc(CCC(=O)OCC(=O)Nc2ccc(Br)cc2F)cc(OC)c1OC	-15	x	-15	3	2	-2.1	x	10	5	4
54	CN(C)C(=O)c1cn(CCC#N)nc1-c1ccc2ccccc2c1	-2	10	15	-1	-1	-0.2	13	-7	-5	3
55	Cc1cccc(N2CCN(C(=O)/C=C/c3cccs3)CC2)c1C	-3	13	-2	-1	x	0.8	14	-3	1	-1
56	COc1cccc(CNC(=O)c2cc3c(C)nc4ccccc4c3o2)c1	x	x	14	-34	1	-0.9	10	-13	9	-3
57	COc1ccc(-c2csc(NC(=S)NC(=O)c3cccs3)n2)cc1OC	-1	4	-3	-5	1	0.1	65	-6	1	-3
58	Cc1ccccc1CS(=O)(=O)CCC(=O)NCc1ccccn1	-2	4	6	7	x	-2.0	-13	-28	1	-4
59	CC(NC(=O)c1ccco1)C(=O)NC(C)c1cc(F)c(Cl)cc1Cl (stereo not drawn)	8	9	-2	-1	7	-0.1	7	-2	-1	-3
60	CC(=O)NC1C(OCc2ccccc2)OC2COC(C)(C)OC2C1O (stereo not drawn)	-2	-9	-14	8	0	-0.4	-9	-6	5	-1
61	COc1ccc(Cn2c(C)c(C)c(C#N)c2NC(=O)Nc2cccc(C)c2)cc1	0	12	5	63*	x	-1.0	-2	-3	7	0
62	COc1ccccc1-n1c(SCC(=O)Nc2cccc(C(=O)O)c2)nnc1-c1ccccc1O	15	x	1	-10	-1	3.8	-20	-10	0	2
63	CCc1nc(C)ccc1OCC(=O)N(CC)CC	2	-1	3	3	x	1.3	-33	-1	-1	-3
64	Cc1ccc(SCCC(=O)N/N=C/c2ccccc2O)cc1	0	-5	-7	-14	1	-0.1	0	-7	2	-1
65	COc1ccc(C(=O)NC(=S)N2CCOCC2)cc1OC	-3	-18	11	-2	-1	-0.6	-7	14	7	-3
66	CN1CCN(S(=O)(=O)c2cccs2)CC1	4	-2	11	2	-2	-2.0	-15	-1	-4	17
67	CCCCN(C(=O)CCC(=O)Nc1cc(C)on1)C(C(=O)NC1CCCC1)c1ccc(F)cc1 (stereo not drawn)	8	-1	-3	-6	-1	-1.8	x	4	1	7
68	CC(C)Cn1c(N)c(C(=O)COC(=O)COc2cccc(C(F)(F)F)c2)c(=O)n(C)c1=O	-2	2	-7	-2	-1	0.3	-10	-18	3	-2
69	N#Cc1ccc(OCC(O)CN2CCC(C(O)(c3ccccc3)c3ccccc3)CC2)cc1 (stereo not drawn)	9	-1	-7	-11	-4	-4.6	2	-18	2	-2
70	CCOc1ccc(NC(=O)CSc2ccc3nnc(-c4ccccn4)n3n2)cc1	1	-3	0	-9	9	-0.4	-5	-19	6	-2
71	Cc1nn(C)c(C(=O)N/N=C/c2cccc3ccccc23)c1Cl	-2	27	18	1	x	0.6	1	4	-7	-2
72	CN(C)S(=O)(=O)c1cc(NC(=O)COC(=O)/C=C/c2ccco2)ccc1Cl	-27	8	-13	-17	1	-1.4	x	6	0	5
73	CCOc1cc(-c2cc(N)n[nH]2)cc(OCC)c1OCC	x	x	-9	-2	-11	-2.6	1	-15	0	-4
